rTrxR1 inhibitor – qHTS Assay for Inhibitors of Mammalian Selenoprotein Thioredoxin Reductase 1 (TrxR1): qHTS; recombinant rTrxR1, NADPH fluorescence consumption, selenite substrate; Potency, µM (doses to about 114 µM), inactives show at the highest dose activity change, negative = inhibition, most hits filed as inhibitors; 1% of 390,000 active; note: potency is the fitted concentration of half-maximal effect; % is set by controls: 0 for no effect and ±100 for the full control effect; nearly all actives have a fitted effect of over 65% in size
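Rat TrxR1 (90 nM in the dispensed reagent) was pre-reduced with 400 uM NADPH for 5 min at room temperature, then incubated with compound for 15 min. After 400 uM selenite was added, NADPH fluorescence (Ex 340/Em 450 nm) was followed for 8 min.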
USP1-UAF1 inh – Inhibitors of USP1/UAF1: Primary Screen; Ubiquitin carboxyl-terminal hydrolase 1 (Homo sapiens), O94782; recombinant USP1/UAF1, Ub-Rhodamine cleavage fluorescence; Potency, µM (doses to about 57.1 µM), without a hit: at the top dose activity change, negative = inhibition, hits mostly inhibitors; 0.23% of 390,000 active; AID 743255, 2014; note: potency is the fitted concentration of half-maximal effect; % is set by controls: 0 for no effect and ±100 for the full control effect; nearly all actives have a fitted effect of over 60% in size; inactives centre near -12
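USP1/UAF1 complex (1 nM) preincubated 15 min at room temperature with compound, then Ub-Rho substrate (150 nM final) added. Kinetic fluorescence at 480/540 nm over 6 reads at 60 s intervals; 50 mM HEPES pH 7.8, 0.5 mM EDTA, 0.1 mg/ml BSA, 1 mM TCEP, 0.01% Tween-20.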
PI4K2A block – qHTS for small molecular inhibitors of PI4K2A; activity change, negative = inhibition, % at 76.9 µM; AID 1346378, 2018; Phosphatidylinositol 4-kinase type 2-alpha (Homo sapiens), Q9BTU6; 0.13% of 420,000 active; purified PI4K2A, ADP-Glo luminescence, 1 h; hits give low values; in the data active = activity change below about -50%; inconclusive = mostly about -30% to -49%;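 note: -100% = wells without enzyme as full effect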
Target sequence (Q9BTU6 whole entry, looked up): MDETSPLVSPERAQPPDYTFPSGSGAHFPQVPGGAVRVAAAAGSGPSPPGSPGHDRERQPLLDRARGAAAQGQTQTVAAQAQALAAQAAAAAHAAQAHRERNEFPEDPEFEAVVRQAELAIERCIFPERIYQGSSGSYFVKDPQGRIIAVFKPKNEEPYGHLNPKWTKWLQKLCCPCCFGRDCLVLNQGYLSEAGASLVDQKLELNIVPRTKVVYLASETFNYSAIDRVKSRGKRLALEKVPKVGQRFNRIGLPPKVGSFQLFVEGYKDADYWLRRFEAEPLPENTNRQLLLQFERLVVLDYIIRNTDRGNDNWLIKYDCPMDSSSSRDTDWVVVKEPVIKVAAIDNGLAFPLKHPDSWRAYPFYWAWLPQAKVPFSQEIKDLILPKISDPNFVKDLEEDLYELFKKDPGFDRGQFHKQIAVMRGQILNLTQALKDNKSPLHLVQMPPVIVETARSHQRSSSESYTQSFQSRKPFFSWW
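In this quantitative HTS, ADP production by PI4K2A was quantified luminescently after 1 h at ambient temperature; 100 microM adenosine served as plate-quality control.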
TRHR PAM – qHTS for Small Molecule Agonists and Allosteric Enhancers of Human TRH Receptor: Primary Screen for Enhancers | Thyrotropin-releasing hormone receptor (Homo sapiens), P34981 | TRHR cells, fluo-8 calcium fluorescence, EC20 TRH enhancement | enhancement, % at 2 µM | 0.66% of 360,000 active | AID 493056, 2011; in the data active = enhancement above about 30%; note: 0% is about no effect
Target sequence (P34981 whole entry, looked up): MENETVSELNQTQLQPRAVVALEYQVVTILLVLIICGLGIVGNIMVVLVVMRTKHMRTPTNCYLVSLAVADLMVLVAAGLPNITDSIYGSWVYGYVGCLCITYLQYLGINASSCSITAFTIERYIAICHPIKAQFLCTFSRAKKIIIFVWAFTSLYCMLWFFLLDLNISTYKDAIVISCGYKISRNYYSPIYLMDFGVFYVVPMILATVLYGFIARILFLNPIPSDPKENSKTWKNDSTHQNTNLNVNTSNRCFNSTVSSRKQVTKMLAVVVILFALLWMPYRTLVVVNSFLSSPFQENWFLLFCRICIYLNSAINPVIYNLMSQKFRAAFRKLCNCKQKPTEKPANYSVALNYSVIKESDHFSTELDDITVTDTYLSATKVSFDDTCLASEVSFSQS
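TRHR-expressing cells loaded with fluo-8 calcium dye were read kinetically (ex 480/em 530) during compound addition, then stimulated with an EC20 of TRH (10 nM final). Enhancement of the Gq-mediated intracellular calcium response was scored.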
D2 antagonist – HTS Assay for Allosteric Antagonists of the Human D2 Dopamine Receptor: Primary Screen for Antagonists. D(2) dopamine receptor (Homo sapiens), P14416. HEK293 TREx D2 cells, calcium flux, dopamine EC80. inhibition, % at 10 µM. 2% of 340,000 active; in the data active = inhibition above about 30%; note: 0% is about no effect
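Calcium mobilization kinetics were recorded at 1 s intervals in tetracycline-induced HEK293 T-REx D2 cells, first for 180 s after compound addition and then 180 s after EC80 dopamine.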
mIDH1 inhibitor – qHTS for Inhibitors of mutant isocitrate dehydrogenase 1 (IDH1): qHTS; Isocitrate dehydrogenase [NADP] cytoplasmic (Homo sapiens), O75874; IDH1-R132H enzyme, NADPH consumption, diaphorase/resazurin fluorescence; Potency, µM (doses to about 76.6 µM), for inactives: at the top dose activity change, negative = inhibition, hits mostly inhibitors; 0.093% of 390,000 active; AID 602179, 2012; note: potency is the fitted concentration of half-maximal effect; % is set by controls: 0 for no effect and ±100 for the full control effect; nearly all actives have a fitted effect of over 65% in size
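IDH1-R132H (0.5 ug/mL dispensed) in pH 7.5 Tris buffer was preincubated 30 min with compound, then given a substrate mix of 0.016 mM NADPH and 2 mM alpha-KG for 80 min at room temperature; remaining NADPH was read by diaphorase/resazurin fluorescence.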
D2 ag – HTS Assay for Allosteric Agonists of the Human D2 Dopamine Receptor: Primary Screen for Agonists; 0.53% of 340,000 active; AID 485358, 2010; HEK293 T-REx D2 cells, calcium flux agonist mode; activation, % at 2 µM;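 active = activation over 3 SD above normal in the single-dose calcium agonist read, cut at about 30% in these data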; note: 0% is about no effect
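In this primary screen, compounds producing a positive calcium signal within 180 s of addition to tetracycline-induced, force-coupled HEK293 Trex D2 cells are flagged; cells are dye-loaded with a no-wash calcium kit beforehand.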
TRHR agonist – qHTS for Small Molecule Agonists and Allosteric Enhancers of Human TRH Receptor: Primary Screen for Agonists; Thyrotropin-releasing hormone receptor (Homo sapiens), P34981; TRHR cells, calcium flux fluo-8, FDSS agonist mode; activation, % at 2 µM; 0.18% of 360,000 active; AID 493084, 2011; in the data active = activation above about 30%; note: 0% is about no effect
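TRHR-expressing cells, plated overnight in medium with 10% serum, were loaded with fluo-8 calcium dye at room temperature. After a 10 s baseline, library compound was pin-added and calcium release was recorded kinetically (ex 480/em 530) as agonist response.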
TrxR1 substrate – qHTS Assay for Substrates of Mammalian Selenoprotein Thioredoxin Reductase 1 (TrxR1): qHTS. purified TrxR1 substrate turnover, NADPH consumption readout. Potency, µM (highest dose often 114 µM), inactives show at the top dose activity change, negative = substrate turnover. 0.01% of 390,000 active. AID 588456, 2011; note: potency is the fitted concentration of half-maximal effect; % is set by controls: 0 for no effect and ±100 for the full control effect; nearly all actives have a fitted effect of over 50% in size
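Rat TrxR1, dispensed at 90 nM, was prereduced with 400 uM NADPH (final) for 5 min at ~22 deg C, then incubated with compound 15 min before 400 uM selenite. A first-read NADPH fluorescence drop versus no-compound background flagged substrates.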
* = called active by the depositor; ? = inconclusive; · = not tested or not shown; & = joins results of further samples; [ ] = another dose, or the depositor's remark. Unless noted, calls come from the whole dose curve; as a rule, active = well fitted inhibition curve with a large enough effect; inconclusive = small, poorly fitted or top-dose-only effect; inactive = no such curve, though single readings can be large or run the other way.

SMILES	rTrxR1 inhibitor	USP1-UAF1 inh	PI4K2A block	TRHR PAM	D2 antagonist	mIDH1 inhibitor	D2 ag	TRHR agonist	TrxR1 substrate
COc1ccc(Cn2c(C(=O)O)c(CNC3CCCCC3)c3ccc(C)cc32)cc1	8%	-4%	-1	1	·	-7%	-0.2	-0.7	1%
CCCCN(C(=O)C1CSC2(C)CCC(=O)N12)c1c(N)n(Cc2ccccc2)c(=O)[nH]c1=O (stereo unspecified)	4%	-22%	-2	1	5	5%	0.3	1.3	-1%
COc1cc(CNCCc2ccc(S(N)(=O)=O)cc2)ccc1OCC(=O)NC1CCCCC1	5%	-9%	4	-17	11	1%	1.3	-0.9	11%[57.1 µM]
O=C(CNc1ccccc1-c1ccccc1)NCc1ccccc1	-8%	-15%	5	-4	5	6%	0.0	-0.4	5%
CCOC(=O)c1oc2c(c1C)C(=O)CCC2	9%	-7%	1	0	7	-2%	-0.4	-0.4	-4%
COc1cc(C(=O)Nc2ccc3nc(N4CCN(C)CC4)cc(C)c3c2)cc(OC)c1OC	26%	-9%	1	-2	-17	7%	0.0	-0.6	1%
O=C(NCc1ccccn1)c1ccc2c(=O)n(CCc3ccccc3)c(=O)[nH]c2c1	5%	-22%	-11	-5	-12	7%	3.7	-0.1	13%
Cc1cccnc1NC(=O)CSc1nnc(COc2ccc(C(C)C)cc2)n1C	?	-14%	-5	7	-3	2%	0.9	-1.0	-14%
COc1ccccc1CNC(=O)COC(=O)CNS(=O)(=O)c1ccc(C)cc1	-6%	-18%	6	-5	10	4%	0.4	0.8	-2%
CC(C)C(C(=O)O)N1CCS(=O)(=O)CC1 (stereo unspecified)	8%[57.1 µM]	3%	-2	-2	-6	4%	0.0	2.2	4%[57.1 µM]
COC(=O)c1coc(-c2ccc(OC)cc2)c1C(=O)OC	7%	-21%	-2	-2	-5	-2%	-0.6	-0.7	17%
COC(=O)c1nn(C23CC4CC(CC(C4)C2)C3)c2c1C(=O)N(c1ccc(Br)cc1)C2=O	-6%	-3%	-6	-2	-2	6%	0.7	0.0	-10%
O=c1[nH]n(CCO)c(=O)c2cccnc12	-1%[57.1 µM]	-4%	-1	-2	6	-3%	-0.3	0.2	6%[57.1 µM]
Cn1c(=O)[nH]c(=O)c2c1nc(NC1CCCCC1)n2Cc1ccccc1	18%[57.1 µM]	-15%	9	6	-13	8%	1.5	0.2	0%[57.1 µM]
Cc1ccc(C)c(C(=O)COC(=O)C2CCN(c3ccc(C(F)(F)F)cn3)CC2)c1	8%	-5%	1	3	-12	3%	0.0	1.0	-5%
Cc1ccc(C(=O)/C=C/Nc2ccc(S(=O)(=O)Nc3onc(C)c3C)cc2)cc1	1%[57.1 µM]	-10%	3	-8	1	4%	0.5	1.7	-12%
O=C(Cn1cnc([N+](=O)[O-])n1)NCc1ccccc1	-2%[57.1 µM]	-4%	-1	5	-5	8%	-0.6	0.0	3%[57.1 µM]
COCn1c(COc2ccccc2)nc2ccccc21	11%	-18%	-1	-3	-1	12%	0.2	-1.0	1%
O=C(N1CCC(O)(c2cccnc2)CC1)C12CC3CC(CC(C3)C1)C2	-1%	-17%	-3	2	-5	1%	-0.5	-0.2	-1%
O=C(CCN(CCO)Cc1ccccc1)Nc1ccc(Br)cc1	8%[57.1 µM]	-8%	-2	-7	-10	1%	-0.2	1.0	4%
COc1nc(NC(C)C)nc(N(C#N)CN2C(=O)c3ccccc3S2(=O)=O)n1	1%	-10%	-1	8	-7	6%	-0.3	0.1	6%
CS(=O)(=O)c1nc2ccccc2n1Cc1ccccc1	-6%[57.1 µM]	-14%	-5	-1	-16	0%	-0.6	-0.9	5%[57.1 µM]
O=C(CN1CCOCC1)N/N=C/c1ccc(C(=O)O)cc1	-7%	-15%	9	28	3	-2%	0.1	0.4	-4%
O=C(Nc1ccc(Br)cc1F)c1cc(S(=O)(=O)NCc2ccc(F)cc2)ccc1F	0%[57.1 µM]	-21%	-7	10	·	-4%	0.5	0.3	-5%[57.1 µM]
CCN(CC)c1ccc(C=C(c2nnnn2-c2ccc(C)cc2)c2nnnn2-c2ccc(C)cc2)cc1	8%	?	0	3	·	13%	·	5.2	-2%

Another view of four compounds above.
Molecule,rTrxR1 inhibitor,USP1-UAF1 inh,PI4K2A block,TRHR PAM,D2 antagonist,mIDH1 inhibitor,D2 ag,TRHR agonist,TrxR1 substrate
O=C(CNc1ccccc1-c1ccccc1)NCc1ccccc1,-8%,-15%,5,-4,5,6%,0.0,-0.4,5%
O=C(Nc1ccc(Br)cc1F)c1cc(S(=O)(=O)NCc2ccc(F)cc2)ccc1F,0%[57.1 µM],-21%,-7,10,·,-4%,0.5,0.3,-5%[57.1 µM]
Cn1c(=O)[nH]c(=O)c2c1nc(NC1CCCCC1)n2Cc1ccccc1,18%[57.1 µM],-15%,9,6,-13,8%,1.5,0.2,0%[57.1 µM]
CCCCN(C(=O)C1CSC2(C)CCC(=O)N12)c1c(N)n(Cc2ccccc2)c(=O)[nH]c1=O (stereo unspecified),4%,-22%,-2,1,5,5%,0.3,1.3,-1%

4 compounds out of the list, arranged by number of heavy atoms, rising:
SMILES	rTrxR1 inhibitor	USP1-UAF1 inh	PI4K2A block	TRHR PAM	D2 antagonist	mIDH1 inhibitor	D2 ag	TRHR agonist	TrxR1 substrate
CC(C)C(C(=O)O)N1CCS(=O)(=O)CC1 (stereo unspecified)	8%[57.1 µM]	3%	-2	-2	-6	4%	0.0	2.2	4%[57.1 µM]
CCOC(=O)c1oc2c(c1C)C(=O)CCC2	9%	-7%	1	0	7	-2%	-0.4	-0.4	-4%
O=C(CCN(CCO)Cc1ccccc1)Nc1ccc(Br)cc1	8%[57.1 µM]	-8%	-2	-7	-10	1%	-0.2	1.0	4%
Cc1cccnc1NC(=O)CSc1nnc(COc2ccc(C(C)C)cc2)n1C	?	-14%	-5	7	-3	2%	0.9	-1.0	-14%

Continuation.
SMILES	rTrxR1 inhibitor	USP1-UAF1 inh	PI4K2A block	TRHR PAM	D2 antagonist	mIDH1 inhibitor	D2 ag	TRHR agonist	TrxR1 substrate
Cc1onc(-c2ccccc2)c1C(=O)N1CCCSC1=Nc1ccccc1	17%&2%	-6%&-9%	8&8	10	0	17%&-2%	-1.3	-1.0	-3%&-11%
Cc1ccc(NC(=O)CCOc2ccccc2)c(C)c1	10%[57.1 µM]	-16%	-3	-6	-6	-3%	-0.8	-0.9	12%[57.1 µM]
Cc1cccc(N2C(=O)CN(Cc3sccc3C)C2=S)c1	-1%	-1%	2	1	11	1%	-0.3	0.3	-8%
COc1ccc2c(c1)O[C@@]1(CCCC[C@@H]1C)CC2=O	13%	-34%	-2	-7	·	-13%	·	-0.7	42%
O=C1Nc2ccccc2N(O)N1c1cc(-c2ccc(Cl)cc2)[nH]n1	17%	-17%	0	2	4	2%	1.7	1.9	5%
O=C(CSCc1ccc(Cl)cc1)Nc1ccccc1O	2%[57.1 µM]	-25%	4	3	-4	24%	0.0	0.4	-1%[57.1 µM]
COc1ccc(C)cc1NC(=O)C(=O)NCc1ccncc1	4%	-9%	0	7	-6	1%	-0.8	-0.8	2%
CCCCOC(=O)C1C2CCC(O2)C1C(=O)OCC (stereo unspecified)	11%	-7%	-3	·	·	1%	·	·	4%
COc1ccc(C2N(S(=O)(=O)c3ccccc3)CCN2S(=O)(=O)c2ccc(C)cc2)cc1 (stereo unspecified)	1%	-8%	-6	5	·	4%	·	-0.4	-6%
N#C/C(=C/c1ccc(O)c([N+](=O)[O-])c1)C(=O)Nc1ccccc1	-31%	-14%	-9	4	-1	3%	0.4	2.1	?
CCn1nc(NC(=O)c2ccco2)c2cc3ccccc3nc21	?	-9%	-18	7	-12	8%	1.2	0.2	9%
Cc1ccc2nc(N(CCCN(C)C)C(=O)c3cc4ccccc4oc3=O)sc2c1	-13%	-4%	4	9	-6	6%	-0.8	0.8	-12%
COc1ccc(Cl)cc1NC(=S)NNC(=O)c1cccnc1	-3%[57.1 µM]	-12%	3	0	1	-4%	0.3	-0.1	-6%
Cc1ccc(NC(=O)C2CCCN2S(=O)(=O)c2ccc(-c3ccc(=O)[nH]n3)s2)c(C)c1 (stereo unspecified)	17%	-16%	2	-5	-2	4%	-0.5	-0.6	1%
CCN(CC)c1nc(N)c2c(N)n(-c3ccccc3C)c(=S)c(C#N)c2c1C#N	?	-22%	3	-9	11	?	0.6	-0.4	-21%
Cc1cc(S(=O)(=O)NCCC2=CCCCC2)ccc1Br	4%	-3%	6	1	28	-2%	1.4	1.2	-8%
COc1ccc(S(=O)(=O)NNC(=O)C2COc3ccccc3O2)cc1[N+](=O)[O-] (stereo unspecified)	17%	-15%	0	0	-1	7%	0.5	0.1	-4%[57.1 µM]
